From PubChem
INS-1E GSIS act = GLuc luminescence reporter in INS-1E cells, primary screen for activators of glucose-dependent secretion of insulin. INS-1E GLuc reporter insulin secretion, 2-3 h. activation, % at 16.6 µM. 0.61% of 370,000 active. AID 743287, 2014;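 active = lowest replicate activation of at least 40%, so every replicate reaches that level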;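 also: 0% = median of neutral control wells and 100% = median of IBMX positive control wells; some compounds called inactive have numbers as strong as hits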
PAX8 inh HTS = inhibitors of PAX8-driven TPO luciferase reporter, primary screen, RMG-I cells, single concentration; SteadyGlo, 24 h; inhibition, % at 12.6 µM; 1.2% of 360,000 active; AID 652154, 2013;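 active = mean replicate inhibition at least 60% with every replicate also reaching 60%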;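 also: luciferase light reporting Pax8 driven TPO promoter activity; plate controls were median of neutral control wells for no effect and mitoxantrone controls for full effect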
Cneo AK release = Cryptococcus neoformans cell lysis inducers, primary screen, AK release luminescence, single concentration; AID 651654, 2012; 0.2% of 360,000 active; lysis activity, % at 15 µM; C. neoformans lysis, adenylate kinase release luminescence, 4 h; normalised: neutral wells 0, clomiphene wells 100;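 active = mean lysis activity across replicates of at least 80%, whatever share of replicates individually reach that level; inactive = mean lysis activity below 80%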
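Test system: log-phase Cryptococcus neoformans yeast cells. Input: 5 × 10^6 yeast cells/mL. Medium: fresh YPD growth medium. Doses: single dose. Incubation: static 4 h at 37 °C with compound, 1 h detection. Measured by: luminescent adenylate kinase detection reagent. Read-out: signal increase indicating cell lysis. Benchmarks: Clomiphene.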
PglD inh = C. jejuni PglD acetyltransferase inhibitors, primary screen, biochemical, DTNB colorimetric, single point; 0.098% of 360,000 active; purified PglD enzyme, DTNB colorimetric CoA detection; UDP-N-acetylbacillosamine N-acetyltransferase PglD (Campylobacter jejuni); inhibition, % at 12.5 µM; AID 602405, 2012; in the data active = inhibition above about 16%, passing the limit was not always enough; also: strong numbers were not always called active
ARNT-TACC3 inh = disruptors of ARNT/TACC3 protein interaction, primary screen, biochemical, AlphaScreen, single concentration | AlphaScreen His-ARNT PAS-B/GST-TACC3 binding, luminescence; TACC3 fragment carries E629A point mutation | Transforming acidic coiled-coil-containing protein 3 (Homo sapiens), Q9Y6A5 | AID 623870, 2012 | 0.66% of 390,000 active | inhibition, % at 9.99 µM;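 active = mean inhibition of replicates at least 50% and at least half of replicates each reaching 50%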;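 also: 0% = complete ARNT plus TACC3 wells and 100% = ARNT alone without TACC3; many hits fall short of the cut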
C2C12 statin = suppressors of statin myotoxicity in C2C12 myotubes, primary screen, cell-based, single point, plate reader | C2C12 myotubes + simvastatin, ATP luminescence, 48 h; scaled: DMSO 0, geranylgeraniol control 100 | rescue of ATP level, % at 7.49 µM | 0.78% of 330,000 active | AID 602340, 2012;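 active = mean ATP rescue above about 67%, or every replicate alone reaching that limit, limit read from the data, passing the limit was not always enough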;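 also: myotubes were challenged with 10 µM simvastatin during compound exposure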
PGC1a acetyl inh = inhibitors of PGC1a acetylation signal, primary screen, cell-based, U2OS, AlphaScreen, inhibitor mode | AlphaScreen anti-acetyl-lysine; with virally co-expressed GCN5 acetyltransferase | inhibition, % at 15.6 µM | 0.17% of 350,000 active | AID 651687, 2012;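 active = every replicate shows inhibition of at least 40%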;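 also: 0% = neutral control wells and 100% = positive control wells; some results beyond the cut were filed as inactive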
LGR2 inh = inhibitors of bursicon-induced LGR2 CRE-luciferase signal, primary screen, cell-based, HEK293, CRE-luciferase reporter, bursicon stimulation; bursicon-stimulated, 4 h; inhibition, % at 9.99 µM; 0.35% of 380,000 active;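 active = drop in luminescence signal, shown as inhibition above about 50% in the replicate tests, limit read from the data, passing the limit was not always enough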;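 also: agonist challenge used bursicon conditioned medium at about half maximal strength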
* marks the source's active call; other numbers are inactive results; · = not tested or not shown. Outcome played no part in choosing rows; 2.9% or so of the library scored in one or more.

Key to letters: A = INS-1E GSIS act; B = PAX8 inh HTS; C = Cneo AK release; D = PglD inh; E = ARNT-TACC3 inh; F = C2C12 statin; G = PGC1a acetyl inh; H = LGR2 inh
structure: CN(Cc1ccccc1)C(=O)COC(=O)COc1ccc(C#N)cc1
  A = 15	B = -1	C = 3	D = ·	E = 0	F = ·	G = ·	H = 15
structure: O=C(COC(=O)C1CCN(S(=O)(=O)c2cccs2)CC1)c1ccccc1
  A = 2	B = 3	C = 0	D = ·	E = 2	F = -1	G = 15	H = -6
structure: CC(=O)N(Cc1ccccc1)c1ccccc1C(=O)O
  A = ·	B = -8	C = 1	D = -2	E = -5	F = 17	G = 2	H = 3
structure: C[C@H](CO)N1C[C@H](C)[C@H](CN(C)C(=O)C2CCCCC2)Oc2ncc(C#Cc3ccccc3F)cc2C1=O
  A = -20	B = 22	C = 53	D = 4	E = -1	F = -11	G = 6	H = 3
structure: Cc1noc(C)c1NC(=O)Nc1ccc2c(c1)C(=O)N([C@H](C)CO)C[C@H](C)[C@H](CN(C)C)OCCCC[C@@H](C)O2
  A = 35	B = -18	C = -1	D = 3	E = 1	F = 31	G = 27	H = 0
structure: CC(C)(C)c1ccc(C(=O)NCC(=O)N/N=C/c2ccccc2OCC(=O)O)cc1
  A = -4	B = -9	C = ·	D = ·	E = -22	F = ·	G = 8	H = ·
structure: CC1CCCC(C)N1CCNC(=O)Nc1ccc(Cl)cc1 (configuration not stated)
  A = 24	B = ·	C = 33	D = -2	E = -1	F = -4	G = -36	H = 6
structure: C[C@@H]1CN([C@@H](C)CO)C(=O)c2cc(NC(=O)C3CCCCC3)ccc2O[C@@H]1CN(C)S(=O)(=O)c1ccc(F)cc1
  A = -1	B = ·	C = 10	D = 2	E = -2	F = -24	G = -4	H = -12
structure: Cc1noc(C)c1NC(=O)Nc1ccc2c(c1)C(=O)N([C@@H](C)CO)C[C@@H](C)[C@H](CN(C)S(=O)(=O)c1c(C)noc1C)OCCCC[C@H](C)O2
  A = 20	B = -1	C = 45	D = 3	E = -2	F = 34	G = -10	H = 9
structure: C/C(CC(=O)Nc1ccc2c(c1)OCCO2)=N\NC(=O)c1ccccc1F
  A = 1	B = -37	C = -1	D = -3	E = 14	F = -32	G = ·	H = 14
structure: Cc1ccc(C(=O)O)cc1NC(=O)CCc1c(C)noc1C
  A = 25	B = 15	C = 5	D = 0	E = ·	F = -2	G = -4	H = 4
structure: COC(=O)N1CCC2CC1c1c(Cl)cccc12 (configuration not stated)
  A = 31	B = 0	C = 1	D = -2	E = ·	F = -1	G = 0	H = -6
structure: Cc1ccc(CNC(=O)c2cc3c(=O)n(C)c4ccccc4c3n2C)cc1
  A = 3	B = 6	C = 0	D = -2	E = ·	F = 4	G = 6	H = 2
structure: COc1cccc(C(O)c2nc(-c3ccccc3C)cs2)c1 (configuration not stated)
  A = ·	B = 12	C = 4	D = 1	E = ·	F = 3	G = 5	H = ·
structure: Cc1ccc(S(=O)(=O)N2CCN(c3ccc4nnc(-c5ccccc5)n4n3)CC2)cc1
  A = ·	B = 32	C = -2	D = ·	E = -9	F = -5	G = -4	H = -30
structure: O=S(=O)(NCC1CCCO1)c1cc(Br)c(Br)s1 (configuration not stated)
  A = ·	B = ·	C = 0	D = -7	E = -5	F = 33	G = 4	H = ·
structure: COCCN(C(=O)c1ccccc1F)c1nc(-c2ccc(OC)cc2)cs1
  A = -2	B = -60	C = -1	D = -6	E = -5	F = -20	G = ·	H = -34
structure: O=C(NNC(=O)c1cccs1)c1cccc(F)c1
  A = 15	B = -24	C = -9	D = 10	E = 2	F = 6	G = -9	H = -16
structure: CCCNC(=O)OCCC12CC3CC(CC(C3)C1)C2
  A = ·	B = -19	C = -3	D = -3	E = -8	F = -1	G = -7	H = ·
structure: C[C@@H]1CN([C@H](C)CO)C(=O)CCCn2cc(nn2)CO[C@@H]1CN(C)Cc1ccc2c(c1)OCCO2
  A = 28	B = ·	C = -6	D = 0	E = -1	F = -6	G = -2	H = -6
structure: CC1CN(C(=O)c2ccccc2OCc2ccc(Cl)cc2Cl)CC(C)O1 (configuration not stated)
  A = -56	B = -8	C = 0	D = 1	E = -5	F = -13	G = 5	H = 6
structure: CC(C)(Oc1ccc(Cl)cc1)C(=O)OCC(=O)N1CCN(c2ccccc2)CC1
  A = -29	B = -12	C = -3	D = 6	E = 1	F = 7	G = -3	H = 9
structure: O=C(CCCSc1nc(-c2ccco2)cc(C(F)(F)F)n1)Nc1ccc2c(c1)OCO2
  A = ·	B = ·	C = 3	D = -4	E = -3	F = ·	G = -46	H = ·
structure: COc1ccc(OC)c(S(=O)(=O)NCCC2=CCCCC2)c1
  A = -3	B = ·	C = 1	D = 1	E = 0	F = -15	G = 1	H = -3
structure: Cc1nnc(NC(=O)c2nc(S(=O)(=O)Cc3ccccc3)ncc2Cl)s1
  A = 45	B = 6	C = 5	D = 3	E = -1	F = -9	G = -42	H = -29
structure: CCOc1ccc(OCC)c(NC(=O)CN2CCN(C(=O)c3ccco3)CC2)c1
  A = ·	B = 19	C = 0	D = -5	E = ·	F = -10	G = 2	H = ·
structure: Cc1ccc(S(=O)(=O)N2CC3CCCC2C3)cc1 (configuration not stated)
  A = -9	B = 6	C = 0	D = 14	E = 4	F = ·	G = 9	H = 7
structure: Cn1c(CNC(=O)C(Cc2ccccc2)NC(=O)c2cccc(F)c2)cc(=O)n(C)c1=O (configuration not stated)
  A = 14	B = 2	C = 0	D = -1	E = -1	F = -4	G = 4	H = -3
structure: Cc1c(C(=O)Nc2c(N)nc(SCC(=O)NCC3CCCO3)[nH]c2=O)cccc1[N+](=O)[O-] (configuration not stated)
  A = 6	B = ·	C = 5	D = 1	E = 0	F = -7	G = 5	H = 37
structure: CSc1ncccc1C(=O)NCCc1ccc(S(N)(=O)=O)cc1
  A = 23	B = 18	C = -2	D = 0	E = -3	F = 9	G = ·	H = 12
structure: CCC(=O)N1C[C@@H](C)[C@@H](OC)CN(C)C(=O)c2cc(NC(=O)c3cc(C)on3)ccc2OC[C@H]1C
  A = -1	B = ·	C = ·	D = ·	E = ·	F = -7	G = 10	H = 2
structure: COc1cc(C2C(C(C)=O)=C(O)C(=O)N2c2ccc(Br)cn2)ccc1O (configuration not stated)
  A = ·	B = ·	C = -1	D = 4	E = -4	F = 9	G = -5	H = ·
structure: CCOC(=O)c1c(NC(=O)Cn2nc(C(=O)O)c3ccccc3c2=O)sc(C)c1C
  A = 11	B = -2	C = 23	D = 4	E = -2	F = -27	G = 10	H = -11
structure: O=c1[nH]cnc2cc(-c3ccccc3)sc12
  A = ·	B = ·	C = -6	D = 5	E = 7	F = 3	G = -8	H = ·
structure: COc1cnc(SC)nc1Nc1ccc(C#N)cc1
  A = 0	B = -3	C = 4	D = 3	E = 5	F = -10	G = ·	H = 13
structure: COc1cc([N+](=O)[O-])ccc1NC(=O)COC(=O)c1n[nH]c2ccccc12
  A = -36	B = 32	C = ·	D = ·	E = -9	F = ·	G = ·	H = 17
structure: CCCc1nc2oc3c(NCCCN(C)C)ncnc3c2c2c1CCCC2
  A = ·	B = 7	C = -1	D = -3	E = -3	F = ·	G = -21	H = ·
structure: CCN(CC)S(=O)(=O)c1cccc(NC(=S)NC(=O)/C=C/c2ccc(S(=O)(=O)N3CCOCC3)cc2)c1
  A = -8	B = 18	C = ·	D = ·	E = -3	F = ·	G = ·	H = -5
structure: CCOc1ccc(C(CC(=O)O)NC(=O)c2cccs2)cc1OC (configuration not stated)
  A = -7	B = -6	C = ·	D = ·	E = -5	F = ·	G = 2	H = 6
structure: Cc1ccc(-c2csc(NC(=O)c3cccc([N+](=O)[O-])c3C(=O)O)n2)cc1
  A = -17	B = -19	C = 0	D = 1	E = 4	F = -1	G = -3	H = 13
structure: CNC[C@H]1Oc2ccc(NC(=O)c3ccncc3)cc2C(=O)N([C@H](C)CO)C[C@@H]1C
  A = 9	B = -2	C = 7	D = 5	E = 2	F = 17	G = 10	H = 28
structure: COc1ccc(OCC(=O)OCC(=O)NCc2ccc(F)cc2)cc1
  A = 20	B = 4	C = ·	D = ·	E = 1	F = ·	G = ·	H = -4
structure: COc1ccc(C2C(C#N)=C(N)N(c3sc4c(c3C#N)CCCC4)C3=C2C(=O)CC(C)(C)C3)cc1 (configuration not stated)
  A = ·	B = ·	C = 0	D = 5	E = -3	F = -21	G = -4	H = ·
structure: COc1ccc(CNC(=O)c2ccc(CS(=O)(=O)c3ccccc3C)o2)cc1
  A = -5	B = -15	C = -4	D = 3	E = 1	F = 9	G = 1	H = 9
structure: CCc1sc2nc(SCC(=O)Nc3cc(C)on3)n(-c3cccc(OC)c3)c(=O)c2c1C
  A = ·	B = ·	C = -2	D = 2	E = -7	F = -1	G = -6	H = ·
structure: C/C(=N\NC(=O)C(c1ccccc1)c1ccccc1)c1ccccn1
  A = -6	B = 77*	C = ·	D = ·	E = -3	F = ·	G = ·	H = 25
structure: COCCn1nnnc1C(c1ccccc1OC)N1CCN(c2ccccc2)CC1 (configuration not stated)
  A = ·	B = ·	C = -3	D = 3	E = 6	F = 7	G = -9	H = ·
structure: CC(C)(C)NC(=O)COC(=O)c1cc(Br)ccc1Cl
  A = 2	B = 2	C = 24	D = 1	E = -2	F = 2	G = -3	H = -2

Reformatted: entries from further up
SMILES | INS-1E GSIS act | PAX8 inh HTS | Cneo AK release | PglD inh | ARNT-TACC3 inh | C2C12 statin | PGC1a acetyl inh | LGR2 inh
COc1cnc(SC)nc1Nc1ccc(C#N)cc1 | 0 | -3 | 4 | 3 | 5 | -10 | · | 13
COc1cc([N+](=O)[O-])ccc1NC(=O)COC(=O)c1n[nH]c2ccccc12 | -36 | 32 | · | · | -9 | · | · | 17

Part of the list above, with tabs.
SMILES	INS-1E GSIS act	PAX8 inh HTS	Cneo AK release	PglD inh	ARNT-TACC3 inh	C2C12 statin	PGC1a acetyl inh	LGR2 inh
COc1ccc(C2C(C#N)=C(N)N(c3sc4c(c3C#N)CCCC4)C3=C2C(=O)CC(C)(C)C3)cc1 (configuration not stated)	·	·	0	5	-3	-21	-4	·
COc1ccc(CNC(=O)c2ccc(CS(=O)(=O)c3ccccc3C)o2)cc1	-5	-15	-4	3	1	9	1	9
CCc1sc2nc(SCC(=O)Nc3cc(C)on3)n(-c3cccc(OC)c3)c(=O)c2c1C	·	·	-2	2	-7	-1	-6	·
